# EBV LMP1 NFkB = Epstein-Barr LMP1 NF-kappaB reporter inhibition; LMP1-induced NF-kappaB luciferase reporter cells, luminescence; inhibition, % at 12.5 µM; 0.69% of 350,000 active; in the data active = inhibition above about 41%;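 note: 0% = neutral control wells and 100% = reference inhibitor control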
# ABHD5 PLIN5 PPI = blocks binding of human ABHD5 to perilipin-5 | inhibition, % at 4 µM | Q00G26+Q8WTS1 | Split G. princeps luciferase complementation, luminescence, 4 h | 0.78% of 360,000 active;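 active = inhibition above the mean inhibition across every tested compound plus 3 SD, cut at about 22% in these data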;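 note: 0% = DMSO only wells and the 100% control is not disclosed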
# MC4R antagonist = antagonists of human melanocortin 4 receptor (MC4R). MC4R-expressing cells, MTII-stimulated cAMP, LANCE TR-FRET. inhibition, % at 6.5 µM. 0.48% of 360,000 active. AID 540295;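 active = inhibition above its plate's cutoff, the mean of tested wells on that plate plus 3 SD, cut at about 29% in these data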;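 note: 0% = Melanotan II alone and 100% = Melanotan II plus saturating MCL0020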
#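 Assay system: human MC4R-expressing U2OS cells; reagent: Melanotan II stimulation of cells; dosing: 6.5 µM single dose; timing: compound 30 min, challenge 1 h, detection 1 h; signal: TR-FRET cAMP assay; replicates: one well per compound, no replicates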
# SRC1 inh = human NCOA1 inhibition | Q15788 | HEK293 GAL4-SRC1 luciferase reporter, luminescence | inhibition, % at 3.6 µM | 0.12% of 360,000 active;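 active = inhibition above the campaign mean plus 3 SD, with each screening campaign given its own cutoff, cut at about 60% in these data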;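 note: 0% = DMSO treated cells and 100% = gossypol at 36 µM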
# Target sequence (Q15788 whole entry, looked up, the tested form may be a part): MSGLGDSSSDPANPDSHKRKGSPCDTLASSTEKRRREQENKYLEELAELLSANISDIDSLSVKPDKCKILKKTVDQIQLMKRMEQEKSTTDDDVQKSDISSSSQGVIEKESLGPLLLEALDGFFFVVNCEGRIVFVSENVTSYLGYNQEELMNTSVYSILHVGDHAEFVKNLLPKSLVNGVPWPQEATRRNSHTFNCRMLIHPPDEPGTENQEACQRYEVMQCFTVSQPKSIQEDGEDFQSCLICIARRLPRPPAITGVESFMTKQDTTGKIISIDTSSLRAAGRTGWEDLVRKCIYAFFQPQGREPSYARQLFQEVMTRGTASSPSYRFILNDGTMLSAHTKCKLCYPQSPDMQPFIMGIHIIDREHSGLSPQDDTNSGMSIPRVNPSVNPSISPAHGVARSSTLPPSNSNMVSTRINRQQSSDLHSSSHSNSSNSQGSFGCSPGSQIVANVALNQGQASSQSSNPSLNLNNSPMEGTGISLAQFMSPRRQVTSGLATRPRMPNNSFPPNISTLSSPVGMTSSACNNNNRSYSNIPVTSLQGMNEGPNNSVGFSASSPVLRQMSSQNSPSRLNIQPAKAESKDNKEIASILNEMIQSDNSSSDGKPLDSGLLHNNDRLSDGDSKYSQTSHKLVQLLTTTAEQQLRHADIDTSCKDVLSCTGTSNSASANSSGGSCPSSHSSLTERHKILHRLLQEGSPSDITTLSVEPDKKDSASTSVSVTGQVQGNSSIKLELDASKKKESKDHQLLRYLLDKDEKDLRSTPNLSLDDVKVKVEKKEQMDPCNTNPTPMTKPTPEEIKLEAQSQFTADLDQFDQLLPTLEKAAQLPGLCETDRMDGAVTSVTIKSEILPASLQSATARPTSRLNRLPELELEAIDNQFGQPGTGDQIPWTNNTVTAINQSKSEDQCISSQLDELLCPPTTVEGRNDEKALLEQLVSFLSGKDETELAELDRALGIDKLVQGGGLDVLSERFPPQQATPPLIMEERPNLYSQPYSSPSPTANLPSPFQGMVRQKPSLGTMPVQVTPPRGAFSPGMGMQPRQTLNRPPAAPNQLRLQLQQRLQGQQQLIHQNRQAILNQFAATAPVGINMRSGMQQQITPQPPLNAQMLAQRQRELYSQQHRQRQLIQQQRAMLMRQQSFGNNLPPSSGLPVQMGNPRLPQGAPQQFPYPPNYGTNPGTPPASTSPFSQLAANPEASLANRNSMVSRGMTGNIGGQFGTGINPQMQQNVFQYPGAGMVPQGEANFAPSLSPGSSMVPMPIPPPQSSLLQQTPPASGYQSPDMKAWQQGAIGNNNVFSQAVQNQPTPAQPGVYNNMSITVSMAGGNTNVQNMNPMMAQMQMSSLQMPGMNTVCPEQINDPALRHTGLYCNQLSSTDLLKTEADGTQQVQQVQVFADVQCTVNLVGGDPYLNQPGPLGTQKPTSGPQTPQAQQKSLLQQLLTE
# MC4R ag barr = activates human MC4R beta-arrestin recruitment; P32245; AID 540308; U2OS MC4R beta-arrestin complementation, luminescence; percent of melanotan II response, DMSO zero; 0.98% of 360,000 active; activation, % at 8.9 µM;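 active = activation above a per-plate cutoff, the mean activation of sample wells on that plate plus 3 SD, cut at about 8% in these data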
# LRH-1 inv ag = suppresses constitutive activity of human LRH-1; O00482; HEK293T StAR-luciferase reporter, LRH-1 transfected, 24 h; inhibition, % at 3.6 µM; 0.13% of 360,000 active; AID 602396;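 active = inhibition above the mean inhibition of all tested compounds plus 3 SD, cut at about 73% in these data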;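 note: 0% = DMSO wells and 100% = reporter-only cells lacking LRH-1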
# NR2F2 inh = NR2F2 (human) inhibition, primary screen; 0.7% of 370,000 active; P24468; inhibition, % at 8.6 µM; AID 686940; HEK293T NGFI-A luciferase reporter, luminescence;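 active = inhibition above a per-plate cutoff, mean inhibition of test wells between control levels plus 3 SD, cut at about 38% in these data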;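 note: cells cotransfected with COUP-TFII expression vector driving the NGFI-A reporter; 0% = median of COUP-TF2 test wells and 100% = reporter-only cells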
# NOD2 RIPK2 PPI = blocks binding of human NOD2 to RIPK2; O43353; CHO BLA complementation NOD2-RIPK2, CCF4 ratio; inhibition, % at 4.98 µM; 0.38% of 360,000 active; AID 624267; in the data active = inhibition above about 21%;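 note: 0% = vehicle only and 100% = reference blocker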
# NCOA3 inh = inhibits human SRC3 coactivator. 0.17% of 360,000 active. HEK293 GAL4-SRC3 luciferase reporter, luminescence. Q9Y6Q9. inhibition, % at 3.6 µM;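 active = inhibition above a per-campaign cutoff, the mean of all compounds plus 3 SD, cut at about 60% in these data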;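 note: 0% = DMSO-treated cells and 100% = gossypol-treated cells at 36 µM; higher means less SRC3-driven luciferase light from the GAL4 reporter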
# TLR9-MyD88 block = blocks human TLR9 binding to MyD88. CHO BLA complementation TLR9-MyD88, CCF4 FRET ratio. 0.21% of 340,000 active. Q9NR96+Q99836. inhibition, % at 4.98 µM;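 active = inhibition above the mean over all tested compounds plus 3 SD, cut at about 21% in these data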;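 note: 0% = DMSO only wells and 100% = clavulanate BLA inhibitor control wells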
# SRC2 inh = human SRC2 (NCOA2) inhibition; HEK293 GAL4-SRC2 luciferase reporter, luminescence; inhibition, % at 9 µM; 0.17% of 370,000 active;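 active = inhibition above the mean inhibition of all tested compounds plus 3 SD, set per campaign, cut at about 52% in these data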;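 note: 0% = DMSO treated cells and 100% = cells given Gossypol at 36 µM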
# An asterisk follows results filed as active; / = no result given.
1. COc1ccc(NC(=O)CN(C)C(=O)c2ccc(NS(=O)(=O)c3cccc([N+](=O)[O-])c3)cc2)cc1
2. O=C(NCc1cccnc1)C(=O)NCC1OCCCN1S(=O)(=O)c1cc(F)ccc1F (stereo not given)
3. Cc1ccc(OCc2cccc(S(=O)(=O)N(C)C)c2)c([N+](=O)[O-])n1
4. C=CCNC(=S)Nc1cc(Cl)ccc1OC
5. Cc1cccc(-c2c3c(=O)n(C)c(=O)n(C)c3cn2-c2ccc(O)cc2)c1
6. S=C1NCN(Cc2cccnc2)CN1
assay / compound	1	2	3	4	5	6
EBV LMP1 NFkB	-2	-2	-5	-3	1	/
ABHD5 PLIN5 PPI	5	0	0	2	-6	-4
MC4R antagonist	-3	8	3	11	-6	15
SRC1 inh	-1	-5	6	-11	2	-6
MC4R ag barr	-1.2	-0.8	0.8	-1.6	-0.8	0.5
LRH-1 inv ag	3	-8	13	19	8	17
NR2F2 inh	-8	8	-6	-8	2	5
NOD2 RIPK2 PPI	-8	-2	4	-6	-15	-9
NCOA3 inh	-9	-6	5	0	-5	11
TLR9-MyD88 block	0	-2	-5	-2	2	/
SRC2 inh	0	-29	-37	-30	-1	-9

7. O=C(c1ccc2c(=O)n3c(nc2c1)CCCCC3)N1CCCCC1
8. CN(C)c1ccc(NC(=O)Nc2cccc3ccccc23)cc1
9. Cc1ccc(-c2cc3nc(NCCc4ccncc4)n(C)c(=O)c3s2)cc1
10. CN1CCC(=O)N(CCSc2ccc(Br)cc2)CC1
11. CCNc1sc(C(=O)c2cccs2)c(N)c1C#N
12. O=C(NNS(=O)(=O)c1ccccc1)c1ccncc1
assay / compound	7	8	9	10	11	12
EBV LMP1 NFkB	4	-7	/	6	9	-2
ABHD5 PLIN5 PPI	-3	11	17	10	6	-1
MC4R antagonist	1	-8	23	1	0	11
SRC1 inh	-23	-47	-89	-14	-2	-9
MC4R ag barr	-1.6	5.0	7.9	-1.3	-0.2	-1.3
LRH-1 inv ag	-6	-33	-121	-18	19	11
NR2F2 inh	2	-26	-47	10	5	-1
NOD2 RIPK2 PPI	-4	3	2	4	-1	-3
NCOA3 inh	-9	-20	-106	-15	14	11
TLR9-MyD88 block	-9	0	/	5	12	-4
SRC2 inh	-15	1	-40	-30	19	-13

# Record cards (already shown).
# O=C(c1ccc2c(=O)n3c(nc2c1)CCCCC3)N1CCCCC1 across the screens: EBV LMP1 NFkB = 4; ABHD5 PLIN5 PPI = -3; MC4R antagonist = 1; SRC1 inh = -23; MC4R ag barr = -1.6; LRH-1 inv ag = -6; NR2F2 inh = 2; NOD2 RIPK2 PPI = -4; NCOA3 inh = -9; TLR9-MyD88 block = -9; SRC2 inh = -15
# CCNc1sc(C(=O)c2cccs2)c(N)c1C#N across the screens: EBV LMP1 NFkB = 9; ABHD5 PLIN5 PPI = 6; MC4R antagonist = 0; SRC1 inh = -2; MC4R ag barr = -0.2; LRH-1 inv ag = 19; NR2F2 inh = 5; NOD2 RIPK2 PPI = -1; NCOA3 inh = 14; TLR9-MyD88 block = 12; SRC2 inh = 19
# CN(C)c1ccc(NC(=O)Nc2cccc3ccccc23)cc1 across the screens: EBV LMP1 NFkB = -7; ABHD5 PLIN5 PPI = 11; MC4R antagonist = -8; SRC1 inh = -47; MC4R ag barr = 5.0; LRH-1 inv ag = -33; NR2F2 inh = -26; NOD2 RIPK2 PPI = 3; NCOA3 inh = -20; TLR9-MyD88 block = 0; SRC2 inh = 1

# Other results:
13. COc1ccc(/C=C2\SC(=O)N(CC(=O)NNC(=O)c3ccccc3O)C2=O)cc1OC
14. Cc1ccccc1C(=O)N/C(=C/c1ccc(-c2cccnc2Cl)o1)C(=O)NCCCN1CCN(C)CC1
15. COc1ccc2[nH]cc(CCNS(=O)(=O)c3ccc(NC(C)=O)cc3)c2c1
16. N/C(=N\OC(=O)Cc1ccc([N+](=O)[O-])cc1)c1cccc(Br)c1
17. CCOc1cccc2sc(N(CCN(C)C)C(=O)c3ccc4c(c3)OCCO4)nc12
18. Cn1c(-c2ccccc2Br)n[nH]c1=S
19. Cc1[nH]c2ccccc2c1SCCNC(=O)c1ccc(Br)o1
20. CC1(C)CC(=O)C=C(Nc2ccc(F)cc2F)C1
assay / compound	13	14	15	16	17	18	19	20
EBV LMP1 NFkB	-2	5	-7	-10	-1	10	-1	10
ABHD5 PLIN5 PPI	7	4	4	-9	6	-8	10	7
MC4R antagonist	-3	-6	5	-2	16	3	-7	7
SRC1 inh	-17	-12	6	-23	-39	-14	19	8
MC4R ag barr	-1.3	0.4	-0.8	-2.5	-3.1	-2.6	-0.7	1.0
LRH-1 inv ag	10	1	-1	11	-2	-8	-2	9
NR2F2 inh	-7	10	3	-12	10	-4	21	21
NOD2 RIPK2 PPI	2	-1	-1	-11	1	-2	1	5
NCOA3 inh	2	5	15	-8	15	2	31	11
TLR9-MyD88 block	7	6	/	-1	0	5	-3	-6
SRC2 inh	0	13	8	21	-4	-16	15	6

# Given as labelled records: 2 of the compounds above.
[5] Cc1cccc(-c2c3c(=O)n(C)c(=O)n(C)c3cn2-c2ccc(O)cc2)c1
  EBV LMP1 NFkB = 1
  ABHD5 PLIN5 PPI = -6
  MC4R antagonist = -6
  SRC1 inh = 2
  MC4R ag barr = -0.8
  LRH-1 inv ag = 8
  NR2F2 inh = 2
  NOD2 RIPK2 PPI = -15
  NCOA3 inh = -5
  TLR9-MyD88 block = 2
  SRC2 inh = -1

[6] S=C1NCN(Cc2cccnc2)CN1
  EBV LMP1 NFkB = /
  ABHD5 PLIN5 PPI = -4
  MC4R antagonist = 15
  SRC1 inh = -6
  MC4R ag barr = 0.5
  LRH-1 inv ag = 17
  NR2F2 inh = 5
  NOD2 RIPK2 PPI = -9
  NCOA3 inh = 11
  TLR9-MyD88 block = /
  SRC2 inh = -9

# Source: PubChem BioAssay

# The list is partial (hit frequency here may not be typical).
